HIV RNase H inh – inhibitors of HIV-1 reverse transcriptase RNase H; P04585; RT-RNase H RNA/DNA duplex cleavage, fluorescence; inhibition, % at 10 µM; 65,000 compounds, 1.9% hits; AID 565; in the data active = inhibition above about 50%
RmlC RmlD mix – RmlC/RmlD inhibition, mixture screen | RmlC/RmlD coupled enzyme inhibition, 384-well mixture HTS | inhibition, % at 5.5 µM | 110,000 compounds, 0.39% hits | AID 1532; in the data active = inhibition above about 30%, passing the limit was not always enough; note: strong numbers were not always called active
The depositor's hits bear a star; x = not tested or not shown; + = active, no number.

SMILES | HIV RNase H inh | RmlC RmlD mix
COc1ccccc1C1C(C(C)=O)=C(C)N=c2s/c(=C\c3cc(OC)c(OC)c(OC)c3)c(=O)n21 (centres undefined) | x | -8.7
Cn1c(CSc2nnc(SCc3ccccc3)s2)nc2ccccc21 | 22.2 | -4.6
O=C1c2ccccc2C(=O)N1CCCC(=O)N1CCCc2ccccc21 | -61.8 | -7.2
COc1cccc(NC(=O)c2nnn(Cc3ccc(Br)cc3F)c2N)c1 | -5.5 | 46.5
CC(C)CNc1oc(-c2ccco2)nc1C#N | x | 12.3
CCCCNC(=O)CSc1nc2cc3c(cc2c(=O)n1CCCN(CC)CC)OCO3 | -7.2 | 9.2
COC(=O)C1=C(C(=O)OC)SC2(S1)C(C(=O)OC)=C(C(=O)OC)SC1=C2c2cccc(C)c2NC1(C)C | x | -8.8
CCS(=O)(=O)N1Cc2ccccc2CC1C(=O)N1CCN(c2cccc(C)c2C)CC1 (centres undefined) | 24.1 | -1.6
CCN1/C(=C/C(=O)c2ccco2)Sc2ccccc21 | -21.4 | 12.5
O=C(Nc1ccc(N2CCN(C(=O)c3ccco3)CC2)c(Cl)c1)c1cc2ccccc2o1 | 1.5 | x
Cc1nc2c(c(N3CCOCC3)n1)OCC(=O)N2 | -6.0 | 10.5
O=C(Nc1ccc2c(c1)OCO2)c1ccccc1SCC(=O)N1CCCC1 | 2.9 | x
COC(=O)CN1C(=O)C2(C(C#N)=C(N)Oc3cc(C)oc(=O)c32)c2ccccc21 (centres undefined) | 0.5 | -5.4
N#Cc1cc(-c2ccccc2)nnc1Sc1ccccc1 | x | 4.0
COc1ccc(Cl)cc1NC(=O)CN(C(=O)c1ccco1)C1CCCCC1 | -4.5 | -13.4
O=C(CN1CCC(NC(=O)Cc2ccccc2)CC1)Nc1cccc2ccccc12 | x | 7.3
O=C(NCc1cccc(Br)c1)C1CC2Cn3c(nc4ccccc43)C2N1Cc1ccccc1 (centres undefined) | x | -2.7
Cc1noc(C)c1COC(=O)[C@H](C)NS(=O)(=O)c1ccc(Cl)c(Cl)c1 | x | 5.4
COc1ccc2c(c1)nc(SCC(=O)c1cccs1)n2C | x | 48.4
CC1(C)C(CO)=CC(=O)C2=C1SCC(=O)N2 | x | 7.7
Cc1c(NC(=O)C(C)Oc2ncnc3ccccc23)c(=O)n(-c2ccccc2)n1C (centres undefined) | -6.8 | x
CC(C)N(Cc1nc(-c2ccccc2)no1)C(=O)CCCN1C(=O)c2ccccc2C1=O | -11.6 | 8.5
COc1ccc([C@@H]2C[C@@H](c3ccccc3)Oc3cc(C)cc(C)c32)cc1 | x | -7.1
Cc1csc2ncc(C(=O)NCc3ccccc3Cl)c(=O)n12 | -38.6 | 16.3
C=CCn1c(COc2ccc(Cl)cc2)nnc1SCC(=O)N1CC(=O)Nc2ccccc21 | -6.6 | -3.5
Cc1ccc(-c2nnn(CC(=O)N(c3ccccc3)C(C(=O)NC3CCCC3)c3ccco3)n2)o1 (centres undefined) | 60.4* | -8.2
Cc1ccc2nc(SC(C)C(=O)N3CCCC3)[nH]c2c1 (centres undefined) | -10.4 | -9.2
CCN(CC)NC(=S)Nc1ccccc1 | x | 4.7
O=C(CCc1ccc(S(=O)(=O)N2CCOCC2)cc1)N1CCCC1 | x | -10.0
CC1(C)Cc2c(c(-c3ccccc3)[nH]c(=O)c2C#N)CS1 | 3.5 | -14.4
Cc1cc(N(C)C)c(C#N)c(=O)[nH]1 | -5.3 | -13.2
CCNc1nc(SCCOc2ccc(C)cc2)nc(N(C)C)n1 | -2.9 | 0.7
C/C=C(\CS(=O)(=O)c1ccccc1)S(=O)(=O)c1ccccc1 | -5.1 | -11.1
CCc1nc2ccccc2c(C(=O)Oc2cccc3cccnc23)c1C | x | -7.0
O=C(C1CCCN(S(=O)(=O)c2cccc3cccnc23)C1)N1CCN(c2ccc(F)cc2)CC1 (centres undefined) | -15.5 | -11.2
COc1ccc(Cl)cc1N1CC(C(=O)Nc2nccs2)CC1=O (centres undefined) | 0.2 | 23.6
c1ccc(-c2nc3nonc3nc2-c2ccccc2)cc1 | -3.8 | x
c1ccc2c(c1)oc1c(NCCCN3CCOCC3)ncnc12 | 0.4 | -11.6
COC(=O)Cn1cnc(=O)c(C#N)c1/C=C/N(C)C | -2.3 | 15.3
CCCc1nnc(SCc2ccc(OC)cc2)n1N | -21.7 | 2.5
O=C(Nc1ccc(C(=O)N2CCOCC2)cc1)c1cccs1 | -13.2 | 3.4
CCOC(=O)C1CCN(C(c2cc3cc(C)cc(C)c3[nH]c2=O)c2nnnn2C2CCCCC2)CC1 (centres undefined) | 1.2 | x
COCCNC(=O)CN(C(=O)CCC(=O)Nc1cc(C)on1)c1ccc(C)cc1C | -6.2 | -12.1
Cc1[nH]c2ccccc2c1C(=O)COC(=O)C(C)C | x | -8.2
O=C(O)CCc1ccc(-c2ccccc2)n1-c1cccc(O)c1 | 13.6 | 0.0
COc1ccnc(Oc2ccc(C)cc2)c1C#N | x | 6.0
COc1cc(C(=O)Nc2ccc(-c3nc4cc(C)ccc4o3)c(O)c2)cc(OC)c1OC | 0.1 | -408.9
COc1ccc(NC(=O)Cn2nc(C(F)(F)F)c3c2CCCC3)cc1OC | x | -13.0
CC(C)CC(=O)NS(=O)(=O)c1ccc(N)cc1 | x | -5.0
COC(=O)CNC(=O)C1CCN(C(=O)OCc2ccccc2)CC1 | x | 3.0
CC(=O)Cc1nsc(NC(=O)c2cc(-c3ccccc3Cl)oc2C)n1 | -4.9 | 10.6
CCC(=NCCO)c1c(O)n(-c2ccc(Cl)cc2)c(=O)[nH]c1=O | 2.6 | -10.9
O=C(NCCc1ccccc1)C1CCN(C(=O)NCc2ccccc2)CC1 | x | -8.8
CCOCCOC(=O)C1=C(C)NC2=C(C(=O)CC(c3cccs3)C2)C1c1ccsc1 (centres undefined) | 12.0 | -7.9
COc1ccc(Cn2c(C)c(C)c(C#N)c2NC(=O)Nc2cccc(Cl)c2)cc1 | x | 14.4
CSc1ccccc1-c1nnc(-c2ccc(C)cc2)o1 | x | -7.9
O=C(CSc1ccccc1)Nc1ccncc1 | -18.3 | 43.1
CCOC(=O)N1CCN(C(=O)c2ccc3c(=O)n(CCC4=CCCCC4)c(=S)[nH]c3c2)CC1 | 0.0 | 1.9
CC(=O)OCCNC(=O)c1cc2ccccc2oc1=O | -10.7 | -8.5
C[C@@H](C(=O)NCC1CC1)[C@H]1C[C@]1(C)[C@H](NC(=O)OCc1ccccc1)c1ccccc1 | x | 14.9

In another format: results already given
Below each SMILES – HIV RNase H inh | RmlC RmlD mix
CCCc1nnc(SCc2ccc(OC)cc2)n1N
→ -21.7 | 2.5
O=C(Nc1ccc(C(=O)N2CCOCC2)cc1)c1cccs1
→ -13.2 | 3.4
CCOC(=O)C1CCN(C(c2cc3cc(C)cc(C)c3[nH]c2=O)c2nnnn2C2CCCCC2)CC1 (centres undefined)
→ 1.2 | x
COCCNC(=O)CN(C(=O)CCC(=O)Nc1cc(C)on1)c1ccc(C)cc1C
→ -6.2 | -12.1
Cc1[nH]c2ccccc2c1C(=O)COC(=O)C(C)C
→ x | -8.2
O=C(O)CCc1ccc(-c2ccccc2)n1-c1cccc(O)c1
→ 13.6 | 0.0
COc1ccnc(Oc2ccc(C)cc2)c1C#N
→ x | 6.0
COc1cc(C(=O)Nc2ccc(-c3nc4cc(C)ccc4o3)c(O)c2)cc(OC)c1OC
→ 0.1 | -408.9
COc1ccc(NC(=O)Cn2nc(C(F)(F)F)c3c2CCCC3)cc1OC
→ x | -13.0
CC(C)CC(=O)NS(=O)(=O)c1ccc(N)cc1
→ x | -5.0
COC(=O)CNC(=O)C1CCN(C(=O)OCc2ccccc2)CC1
→ x | 3.0
CC(=O)Cc1nsc(NC(=O)c2cc(-c3ccccc3Cl)oc2C)n1
→ -4.9 | 10.6
CCC(=NCCO)c1c(O)n(-c2ccc(Cl)cc2)c(=O)[nH]c1=O
→ 2.6 | -10.9
O=C(NCCc1ccccc1)C1CCN(C(=O)NCc2ccccc2)CC1
→ x | -8.8
CCOCCOC(=O)C1=C(C)NC2=C(C(=O)CC(c3cccs3)C2)C1c1ccsc1 (centres undefined)
→ 12.0 | -7.9
COc1ccc(Cn2c(C)c(C)c(C#N)c2NC(=O)Nc2cccc(Cl)c2)cc1
→ x | 14.4
CSc1ccccc1-c1nnc(-c2ccc(C)cc2)o1
→ x | -7.9
O=C(CSc1ccccc1)Nc1ccncc1
→ -18.3 | 43.1
CCOC(=O)N1CCN(C(=O)c2ccc3c(=O)n(CCC4=CCCCC4)c(=S)[nH]c3c2)CC1
→ 0.0 | 1.9
CC(=O)OCCNC(=O)c1cc2ccccc2oc1=O
→ -10.7 | -8.5

Other results follow.
SMILES | HIV RNase H inh | RmlC RmlD mix
Cc1nc2c(s1)sc1ccccc12 | -26.7 | -14.5
COc1ccc(C(=O)n2nc(C)cc2C)cc1OC | -11.1 | 15.2
CN(C(=O)c1ccno1)c1nnc(-c2ccccn2)s1 | -11.4 | +
CCOc1cccc2cc(C(=O)N3CCc4ccccc43)c(=O)oc12 | 21.4 | -4.9
CC(=O)C1=C(C)Nc2ncnn2C1c1ccc(Cl)cc1 (centres undefined) | -25.2 | -5.2
CCOC(=O)CNC(=O)Cn1c(C)cc2ccccc2c1=O | -3.2 | 5.5
Cc1onc(-c2ccccc2)c1C(=O)Nc1cccc(OC(C)C)c1 | -5.0 | 2.0
COc1ccc(NC(=O)N2CCCC2)cc1OC | -15.7 | -13.5
Cc1nc(N2CCN(C(=O)c3ccco3)CC2)c2c3c(sc2n1)CCC3 | -40.3 | 8.7
COc1ccc(C(=O)CSc2nc3nc(C)cc(C)n3n2)cc1OC | -14.1 | 14.1
O=C(c1cncc(Br)c1)N1CCN(c2ccc(N3CCOCC3)nn2)CC1 | -0.7 | -6.2
COCCCN1C(=O)C(=O)/C(=C(/O)c2ccc(OCC(C)C)cc2)C1c1cccnc1 (centres undefined) | -5.2 | -16.1
CC1CCCN(Cc2c(O)ccc3c(=O)c(-c4nc5ccccc5s4)c(N)oc23)C1 (centres undefined) | x | -16.9
c1ccc(-c2cnnc(N3CCOCC3)n2)cc1 | x | -12.0
CCCCOC(=O)NC(NCC(O)c1ccccc1)(C(F)(F)F)C(F)(F)F (centres undefined) | x | -14.1
CCc1c(C)sc(NC(=O)c2cc(-c3ccc(O)cc3)on2)c1C#N | x | 19.3
Cc1cc(NC(=O)CSc2nc3ccccc3s2)no1 | x | -11.9
COCCCNc1nc2c(c(=O)[nH]c(=O)n2C)n1CC(O)COc1ccccc1 (centres undefined) | -1.7 | 3.8
Cc1cc(NC(=O)CSc2nnc(-c3ccc4c(c3)OCCO4)o2)no1 | -12.8 | -0.7
COC(=O)CC/C(O)=C1\C(=O)CC(C)(C)CC1=Nc1ccccc1OC | x | -8.4
CCOP(=O)(c1ccccc1)c1nc(-c2ccc(F)cc2)oc1N1CCCCC1 (centres undefined) | 4.2 | 10.0
Cc1nnc(SC(=O)N2c3ccccc3Sc3ccccc32)s1 | -49.8 | -11.9
CCCCNC(=O)Nc1nnc(-c2ccc(OCC)cc2)o1 | x | -3.6
Cc1cc(C)n(-c2cc(N3CCN(C(=O)c4cccc(F)c4)CC3)ccc2[N+](=O)[O-])n1 | x | -34.0
COc1ccc(NC2CS(=O)(=O)CC2OC(=O)c2ccc(F)cc2)cc1 (centres undefined) | -38.4 | -5.1
O=C(CN1C(=O)c2cccc3cccc1c23)NCc1ccc2c(c1)OCO2 | 2.5 | -37.6
O=C(Cc1ccccn1)Nc1ccccc1 | -4.9 | -14.1
COCC(=O)Nc1ccc(S(=O)(=O)Nc2ncccn2)cc1 | x | 5.5
COC(=O)C1=C(N)Oc2cc(C)n(CC3CCCO3)c(=O)c2C1c1ccc(Cl)c(Cl)c1 (centres undefined) | x | -7.8
CC(C)C12CN3CC(C(C)C)(CN(C1)C3c1ccccc1O)C2=O (centres undefined) | 3.6 | -35.0
CCOC(=O)C1=NOC(CNC(=O)C2=NOC(CNC(=O)c3c(-c4ccccc4Cl)noc3C)C2)C1 (centres undefined) | x | 4.1
Cc1ccc(NC(=O)C2=C(O)CCn3c2nc2ccccc23)cc1 | x | -13.2
NS(=O)(=O)c1ccc(CCNC(=O)c2ccccc2F)cc1 | -5.1 | -12.6
COc1ccc(N)cc1C#N | -11.1 | 6.0
COc1ccccc1N1CCN(CC(=O)c2c(C)[nH]c3cc(C)ccc23)CC1 | 7.5 | -9.7
CC(C)Cc1cc(C(=O)NCCCN2CCOCC2)no1 | -8.8 | x
O=c1c2c([nH]c3ccc(Br)cc13)CCCC2 | -1.8 | -28.5
COc1ccc(C(=O)NN)cc1COc1ccc(Br)cc1 | x | -17.8
C#Cc1ccc([C@@H]2C=C(C(=O)NCc3ccccc3)O[C@H](OCC)[C@H]2CCCO)cc1 | x | -12.2
Cc1cc(C)c(S(=O)(=O)Nc2cccnc2)c(C)c1 | -16.5 | -1.4
O=C(c1ccccc1F)N(Cc1ccc(F)cc1)C1CCS(=O)(=O)C1 (centres undefined) | -6.1 | -7.9

Looked up above:
HIV RNase H inh, CC(C)Cc1cc(C(=O)NCCCN2CCOCC2)no1 → -8.8
RmlC RmlD mix, Cc1cc(C)n(-c2cc(N3CCN(C(=O)c4cccc(F)c4)CC3)ccc2[N+](=O)[O-])n1 → -34.0

Assay outcomes (PubChem)

The list is partial (hit frequency here may not be typical).
